Bioassay records deposited in PubChem by National Center for Advancing Translational Sciences (NCATS).
TCR act = T cell receptor activation; primary human leukocytes, anti-CD3, IL-2 HTRF, 48 h; Potency, µM (series often up to 9.22 µM), for inactives: top-dose activation of IL-2 secretion, most hits filed as activators; 330,000 tested, under 10 active; AID 504894; note: % of control where 0% means no effect
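TCR engagement came from a-CD3 beads alone, with compounds added to primary human leukocytes for 48 hr. Secreted IL-2 bridged europium cryptate- and d2-labelled anti-IL-2 antibodies, giving FRET emission at 665nm after 320nm excitation.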
Mito fusion act = mitochondrial division inhibition or fusion activation; 0.23% of 320,000 active; Potency, µM (series often up to 46.1 µM), for inactives: at the highest dose growth rescue (activation), usual class: activators; AID 485298; S. cerevisiae fusion-defective mutant growth rescue, CellTiterGlo 48 h;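 note: potency is the fitted concentration of half-maximal effect; % of control where 0% means no effect; nearly all actives have a fitted effect of over 45% in size; temperature-sensitive fusion mutants such as fzo1-1 at 37 °C on non-fermentable ethanol glycerol medium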
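Growth-rescue viability read-out: after 48 h at the non-permissive 37C in glycerol/ethanol YPEG, yeast mitochondrial fusion mutants are measured by CellTiterGlo luminescence; compounds (23 nl pinned per well) restoring growth score as division inhibitors or fusion activators.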
TSHR antagonist = blocks TSH signaling through the human TSH receptor; P16473; TSHR-expressing cells, TSH-stimulated cAMP HTRF, 2 h; stronger effect = lower value; activity change, negative = inhibition, % at 11.5 µM; 0.2% of 330,000 active; AID 504810;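 active = activity change below a set negative limit, meaning inhibition stronger than a set level, cut at about -70% in these data; inconclusive = activity change between two set negative limits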; note: % is set by controls: 0 for no effect and ±100 for the full control effect
Target sequence (P16473 whole entry, looked up): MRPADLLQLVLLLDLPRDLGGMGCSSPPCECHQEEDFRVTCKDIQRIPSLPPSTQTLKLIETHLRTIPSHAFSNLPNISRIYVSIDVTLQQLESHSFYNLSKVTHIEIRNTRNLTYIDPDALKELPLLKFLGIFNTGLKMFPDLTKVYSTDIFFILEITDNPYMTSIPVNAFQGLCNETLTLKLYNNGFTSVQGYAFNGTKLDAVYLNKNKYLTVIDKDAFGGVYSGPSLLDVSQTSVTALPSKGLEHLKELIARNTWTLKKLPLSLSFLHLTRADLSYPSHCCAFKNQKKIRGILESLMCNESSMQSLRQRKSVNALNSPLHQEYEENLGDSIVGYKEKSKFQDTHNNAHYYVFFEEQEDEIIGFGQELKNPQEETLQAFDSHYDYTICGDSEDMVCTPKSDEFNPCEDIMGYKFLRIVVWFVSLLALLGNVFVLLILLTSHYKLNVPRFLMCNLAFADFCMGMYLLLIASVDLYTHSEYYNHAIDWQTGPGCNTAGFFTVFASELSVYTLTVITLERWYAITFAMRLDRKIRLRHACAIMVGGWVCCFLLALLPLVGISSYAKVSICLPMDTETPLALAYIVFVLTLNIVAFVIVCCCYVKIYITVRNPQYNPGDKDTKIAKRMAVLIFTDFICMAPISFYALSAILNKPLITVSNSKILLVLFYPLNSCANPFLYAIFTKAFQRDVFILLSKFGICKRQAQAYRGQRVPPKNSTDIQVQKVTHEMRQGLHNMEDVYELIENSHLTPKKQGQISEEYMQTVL
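Competitive HTRF cAMP read-out (cryptate anti-cAMP antibody, cAMP-d2; 30 min, room temperature) in freshly harvested TSHR cells. Compounds added before TSH at EC80 (4nM final), followed by 2 hours' incubation at 37 deg C.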
AT treatment = potential ataxia-telangiectasia treatment; […] A-T fibroblasts, KAP-1 phosphorylation AlphaLISA; neocarzinostatin DNA damage 30 min before lysis; Potency, µM (highest dose often 57.5 µM), for the others: at the highest dose activation, actives largely listed as activators; 0.19% of 320,000 active; note: potency is the fitted concentration of half-maximal effect; % of control where 0% means no effect; nearly all actives have a fitted effect of over 45% in size
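ATM-like activity read as KAP-1 phosphorylation via AlphaLISA donor/acceptor antibody pairs after lysis and 6 hr at 25C. Cells were ATM-null patient fibroblasts ([…], hTERT), dosed 60 min, then exposed to the DSB inducer NCS for 30 min.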
Chronic BCR inh = inhibitors of chronic active B-cell receptor signaling | Potency, µM (series often up to 46.1 µM), inactives show at the top dose ratio change, negative = lower green/red ratio, most hits filed as inhibitors | 0.05% of 340,000 active | ABC-DLBCL IkBa-CBG/CBR reporter, luminescence ratio, 4 h | AID 493014; active = well fitted inhibition curve with a large enough effect in the signal ratio, with a control signal flat, not every such curve was filed as active; inconclusive = small, poorly fitted or top-dose-only effect, or effect the other way, or a change in a side signal; the % refers to the signal ratio;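 note: potency is the fitted concentration of half-maximal effect; plate controls were basal doxycycline-induced cells for no effect and cells given 10 µM MG132 for full effect; MG132 reads +100%, hits lower the ratio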
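Doxycycline induced both beetle luciferases in TMD8 lymphoma cells; IKK-driven degradation limits the IkappaBalpha-fused green signal, while red luminescence normalises for cell number and nonspecific effects. Compounds tested up to 46 uM, 4 hrs.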
ELG1 repair inh = ELG1-dependent DNA repair inhibition; HEK293T ELG1-luciferase reporter, luminescence, 16 h; DNA damage induced by 5-fluorouridine; Potency, µM (top dose mostly 46.1 µM), for inactives: top-dose activity change, negative = inhibition, hits mostly inhibitors; 2.3% of 330,000 active; note: potency is the fitted concentration of half-maximal effect; % is set by controls: 0 for no effect and ±100 for the full control effect; nearly all actives have a fitted effect of over 55% in size
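DMSO vehicle served as the neutral condition. Each well held 2,000 cells given 5-fluorouridine plus compound; after 16 hr at 37 °C/5% CO2, ONE-Glo was added and luciferase measured 30 min later.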
Tb PFK inh = blocks T. brucei phosphofructokinase. Potency, µM (highest dose often 57.5 µM), without a hit: at the highest dose activity, negative = inhibition, usual class: inhibitors. T. brucei PFK, ADP-Glo luminescence. 0.17% of 330,000 active;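 note: potency is the fitted concentration of half-maximal effect; 0% = uninhibited 1x PFK enzyme wells and -100% = no-enzyme wells; nearly all actives have a fitted effect of over 60% in size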
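Compounds were pin-transferred as a titration series up to 57 uM into substrate buffer (0.5 mM F6P, 0.1 mM ATP, pH 8.0), then 1.25 nM PFK was added and reactions ran 45 min before ADP-Glo detection.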
TSG101-PTAP inh = blocks PTAP/TSG101 interaction to inhibit HIV-1 budding; Q99816; Fluorescence polarization, FITC-PTAP peptide / Tsg101 binding; Potency, µM (titrated, usually from 115 µM), without a hit: top-dose activity change, negative = inhibition, actives largely listed as inhibitors; 340,000 tested, under 10 active; active = well fitted inhibition curve with a large enough effect in the main read-out, with a control signal flat, not every such curve was filed as active; inconclusive = small, poorly fitted or top-dose-only effect, or effect the other way, or a change in a side signal; inactive = no such curve, though single readings can be large or run the other way; note: potency is the fitted concentration of half-maximal effect; % of control where 0% means no effect
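Compounds were pin-transferred onto Tsg101 binding domain (10 uM final) in HEPES pH 7.5 buffer, then FITC-PTAP peptide was added at 50 nM final. After 20 min at RT, polarization reported peptide displacement across a qHTS concentration series.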
ASM inhibitor = human S-ASM enzyme inhibition | Potency, µM (doses to about 57.5 µM), inactives show at the top dose activity change, negative = inhibition, most hits filed as inhibitors | placental ASM, HMU-PC fluorogenic substrate, 60 min | 0.006% of 340,000 active | AID 504937 | P17405; note: potency is the fitted concentration of half-maximal effect
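Human placenta-derived ASM enzyme was preincubated with compound for 10 minutes at room temperature, then given fluorogenic substrate HMU-PC0 (9 uM final) for 60 minutes at 37 °C; a pH 10 stop preceded fluorescence reading at Ex 386/Em 447 nm.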
a7 integrin act = integrin-mediated muscular dystrophy alleviation activation | alpha7betagal myoblasts, beta-gal FDG fluorescence, 48 h | Potency, µM (highest dose often 38.3 µM), for inactives: at the highest dose activation, actives largely listed as activators | 0.064% of 350,000 active;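 note: potency is the fitted concentration of half-maximal effect; 100% = response of the positive control SU9516; nearly all actives have a fitted effect of over 60% in size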
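Alpha7betagal+/- myoblasts (passage 13) were plated 16-24 hr, then exposed to compounds (1:260 dilution of DMSO stock) for 48 hours at 37C. After MPER lysis, β-galactosidase reporter activity was read as FDG fluorescence (ex 480/em 540) after 30 minutes.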
Eya2 phos inh = blocks the phosphatase activity of human Eya2; recombinant Eya2, OMFP fluorescence dephosphorylation (OMFP is methylfluorescein phosphate); Potency, µM (highest dose often 76.9 µM), without a hit: at the top dose activity, negative = inhibition, hits mostly inhibitors; 0.006% of 330,000 active; note: potency is the fitted concentration of half-maximal effect; % is set by controls: 0 for no effect and ±100 for the full control effect
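Eya2 (0.2 uM) preincubated 10 min at ambient with compound, then OMFP substrate added at 50 uM; 10 min reaction in 50 mM HEPES pH 7.5, 50 mM NaCl, 5 uM MgCl2, 0.05% BSA, 1 mM DTT. Fluorescence read at Ex 485/Em 525 nm.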
* = called active by the depositor; ? = inconclusive; / = not tested or not shown; [ ] = another dose, or the depositor's remark. Unless noted, calls come from the whole dose curve; as a rule, active = well fitted curve in the direction sought with a large enough effect; inconclusive = small, poorly fitted or top-dose-only effect, or another doubt; inactive = no such curve, though single readings can be large; an effect the other way counts as inactive or inconclusive.

SMILES	TCR act	Mito fusion act	TSHR antagonist	AT treatment	Chronic BCR inh	ELG1 repair inh	Tb PFK inh	TSG101-PTAP inh	ASM inhibitor	a7 integrin act	Eya2 phos inh
CS(=O)(=O)Cc1nc2ccccc2oc1=O	-0.1%	7.6%	-15.4	-4.9%	?	-25.0%	18.3%	-0.3%	-0.4%	-28.0%	-6.2%
CCOc1ccc(C(=O)/C=C/Nc2ccc(S(=O)(=O)Nc3onc(C)c3C)cc2)cc1	4.0%[46.1 µM]	1.0%	-37.0	/	16.2%	?	12.9%	-0.7%	16.2%	18.4%	2.7%
O=C(c1ccc(Br)o1)N(Cc1ccccc1)c1ccccn1	2.3%	9.0%	-6.0	/	-3.1%	-8.3%	2.3%	-3.2%	-2.8%	6.6%	10.0%
Cc1ccc(NC(=S)N2CCCCC2CO)cc1C (configuration not stated)	-0.3%	-4.8%	-1.4	-7.2%	1.9%	?	-0.8%	-0.4%	5.4%	5.6%	2.6%
CCC(=O)NCCNc1ccc([N+](=O)[O-])cn1	-5.7%[46.1 µM]	0.3%	3.6	4.2%	-1.2%	-2.6%	-2.0%	/	/	/	-1.6%
Cn1nnnc1SCC(=O)NC1CCCc2ccccc21 (configuration not stated)	3.1%	16.7%	-2.9	-2.8%	-0.1%	7.1%	3.5%	-4.2%	5.5%	-30.4%	-2.7%
N/C(=N\OC(=O)c1cccc(Cl)c1)c1ccccn1	4.6%[46.1 µM]	11.9%	-5.0	0.2%	?	?	-0.8%	-3.3%	-1.2%	-14.8%	10.9%
O=C(c1ccc([N+](=O)[O-])s1)N1CCc2ccccc2C1	-2.4%	6.8%	-5.2	-0.9%	13.0%	?	-0.3%	-3.9%	2.2%	-56.7%[inhibitor]	2.0%
CCc1ccc(NC(=O)CSCc2nc(N)nc(Nc3ccccc3CC)n2)cc1	-8.3%[46.1 µM]	-25.4%	1.1	-5.6%	?	-11.5%	-4.6%	-0.5%	-2.1%	-7.6%	-16.9%
Cc1cc(C)cc(OCCNC(=O)c2cc(S(=O)(=O)N3CCOCC3)ccc2F)c1	13.4%	6.6%	0.7	1.9%	-5.5%	?	-11.5%	-4.0%	0.0%	1.8%	?
CCn1nnc2cc(C(=O)Nc3cc(S(C)(=O)=O)ccc3Cl)ccc21	-3.4%	1.5%	4.1	-0.8%	?	-17.0%	0.6%	0.2%	-2.1%	-6.9%	-0.3%
Cc1cccc(N2CCN(C(=S)c3ccccc3)CC2)c1	-6.4%	6.2%	-15.9	-2.3%	11.2%	-10.2%	4.8%	-0.1%	-1.3%	-4.9%	-13.3%
COc1ccc(NC(=O)C(CC(=O)O)C(C)c2ccccc2)cc1 (configuration not stated)	-10.0%	6.1%	-22.5	21.4%	3.2%	0.0%	-2.4%	-9.9%	0.3%	24.3%	9.3%
COc1ccc(NC(=O)NCc2cccnc2)cc1	12.9%	0.5%	2.0	-0.7%	0.4%	1.2%	-1.1%	-0.6%	5.9%	?	5.7%
Cc1cccc(NC(=S)NCC(C)CSc2ccc(Cl)cc2)c1 (configuration not stated)	-1.6%	-14.0%	-45.5	10.2%	?	?	-15.4%	-7.0%	-4.6%	-22.3%	-12.8%
O=C(O)CC1SC(=Nc2cccc(C(F)(F)F)c2)NC1=O (configuration not stated)	3.3%	-0.1%	15.7	/	16.3%	?	4.8%	-2.2%	-3.3%	7.8%	30.9%
COc1cc(C(=O)NC2CCN(Cc3nnnn3Cc3cccs3)CC2)cc(OC)c1OC	3.8%	-0.5%	2.6	1.9%	?	?	-9.9%	-6.9%	1.7%	0.0%	0.0%
NC(=O)CSc1nc2c(sc3ccccc32)c(=O)n1CCCC(=O)NCC1CCCO1 (configuration not stated)	0.9%	-4.3%	-5.8	-2.2%	1.7%	-1.9%	1.6%	?	-1.2%	-4.1%	-5.1%
Nc1nc(-c2c(Cl)cccc2Cl)no1	4.2%	1.9%	-0.1	-5.6%	?	-1.6%	-0.9%	-1.1%	4.9%	21.0%	-18.4%
CN(C)/C(=N\S(=O)(=O)c1ccccc1)c1ccc([N+](=O)[O-])cc1	6.0%[46.1 µM]	-2.3%	-5.2	7.5%	-1.0%	6.7%	3.2%	0.5%	-1.9%	12.1%	1.8%
CN1CCCC(OC(=O)CCCC(=O)OC2CCCN(C)C2)C1 (configuration not stated)	-6.8%	-2.9%	5.6	10.6%	-20.5%	7.3%	-8.5%	-7.4%	-2.3%	-2.5%	-6.3%
CCC(=O)N1CCc2cc(S(=O)(=O)NCCN3CCCCC3CC)ccc21 (configuration not stated)	2.5%	-6.1%	/	/	/	/	/	-2.2%	1.4%	-18.9%	/
O=C(CCc1ccccc1)Nc1ccc2c(c1)OCCO2	-3.8%	-0.9%	6.0	/	?	?	-5.8%	-5.9%	0.3%	-9.8%	16.3%
Cc1ccc(C23CC4CC(CC(C(=O)N5CCOCC5)(C4)C2)C3)cc1	-1.2%	9.9%	-4.6	-0.7%	2.6%	-18.7%	-1.5%	-5.1%	-1.4%	0.0%	12.4%
COC(=O)c1ccc(-c2ncc(-c3cccc4ccccc34)o2)cc1	-0.1%[46.1 µM]	2.1%	-18.1	19.3%	?	?	6.1%	-2.8%	/	9.6%	-1.4%
COc1ccc(C2=NN(C(=O)CSc3cn(C)c4ccccc34)C(c3ccc(OC)cc3)C2)cc1 (configuration not stated)	0.7%	10.1%	10.0	0.3%	?	-7.5%	-2.4%	1.3%	-8.2%	-21.5%	?
CCCn1c(=O)c(C#N)cn(C2CC2)c1=O	-9.4%	2.9%	0.1	0.0%	-12.8%	11.2%	-1.0%	-0.5%	-1.2%	24.7%	-9.0%
COc1cccc(C(C)NC(=O)Cc2cccs2)c1 (configuration not stated)	/	1.6%	-0.2	2.2%	6.8%	3.5%	-0.1%	-2.6%	-0.5%	22.0%	7.2%
Nc1nc(SCC(=O)N2CCCc3ccccc32)n(-c2ccccc2)n1	-1.0%	1.7%	12.5	9.4%	?	-11.9%	-3.8%	1.7%	-3.0%	13.7%	10.9%
COc1ccccc1C(=O)Nc1ccc(Cc2ccncc2)cc1	-4.4%[46.1 µM]	8.3%	-6.6	5.3%	-2.6%	0.4%	-0.5%	-0.5%	1.7%	-17.5%	1.5%
Cc1oc(-c2ccc(Cl)cc2)nc1CS(=O)CC(=O)NCc1ccccc1 (configuration not stated)	-0.3%	-1.3%	15.6	-6.2%	-8.9%	-3.1%	0.6%	-5.3%	-1.4%	-37.4%	-8.0%
CCCCN(C)C(=O)c1sc2ncn(CC)c(=O)c2c1C	1.8%	1.6%	/	/	/	/	/	-2.0%	0.5%	-2.3%	/
O=C1CCN(CCc2ccccc2)CCN1CCSc1ccccc1	3.6%	0.9%	5.1	5.7%	-0.8%	?	-5.7%	-1.0%	-1.3%	-7.9%	4.9%
Cc1nccn1CCC(=O)Nc1ccc(Cl)cc1	2.1%	-35.6%[inhibitor]	8.8	3.0%	7.1%	19.2%	-2.8%	0.1%	2.0%	-18.8%	8.3%
COc1cccc(-c2c(NC(C)=O)n(C)c3ccccc3c2=O)c1	5.8%	0.8%	3.0	1.6%	?	-6.9%	2.1%	-5.9%	6.4%	0.0%	-11.6%
Cc1cc(-c2csc(N)n2)c(C)n1Cc1ccco1	-3.1%	6.7%	2.1	1.2%	-1.4%	6.8%	-2.4%	-5.8%	1.2%	-26.0%	0.3%
Cc1ccc(NS(=O)(=O)c2cc(C(=O)N3CCN(CCO)CC3)ccc2C)cc1	2.1%	-4.8%	-19.2	-1.9%	-1.0%	-0.4%	1.6%	-0.3%	4.3%	-20.2%	16.5%
